HTR5A ag – HTR5A agonists in luminescence cell assay, primary screen, counter-screen for OPRM1-OPRD1 heterodimer agonist project, full-deck HTS; 5-hydroxytryptamine receptor 5A (Homo sapiens), P47898; hit rate 0.61% among 340,000; cell-based; activation, % at 9.3 µM; in the data active means activation mostly above about 9.5%, no sharp cut-off; inactive means mostly below about 7.6%;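 further: 0% = cells with vehicle only and 100% = reference agonist; strong numbers were not always called active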
SR-BI DiI-HDL act – activators of SR-BI mediated DiI-HDL uptake, primary screen, ldlA[mSR-BI] CHO cells, DiI fluorescence. activation, % at 12.5 µM. 3 h; 100 = double the neutral-control signal. hit rate 0.096% among 320,000;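 active means mean replicate activation of at least 60% and every replicate at or above 60%; inconclusive means mean or all-replicate condition met, but not both; inactive means mean below 60% and not all replicates reaching 60%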;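 further: 0% = median plate neutral-control signal and 100% = twice that signal; values of inactives mirror those of a sister screen read the other way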
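Test system: SR-BI-overexpressing, LDLR-lacking CHO cells; Also added: labelled HDL, 10 µg/mL; Measured by: bottom-read cell fluorescence after medium removal, ex 550/em 595 nm; Timing: 3 h uptake period with compound, 37 °C; Buffer or medium: F12, 0.5% BSA, 25 mM HEPES; Doses: single compound concentration, delivered by pin transfer.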
dFosB act – activators of delta FosB homodimer, primary screen, biochemical, fluorescence polarization, TAMRA-CDK5 oligo, single point. AID 493131, 2011. Protein FosB (Mus musculus), P13346. purified delta FosB; percent of positive-control signal above neutral wells. activation, % at 25 µM. hit rate 0.99% among 340,000;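 active means mean activation above about 17%, with every replicate also reaching it, limit read from the data, passing the limit was not always enough; inconclusive means only one of the two conditions met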;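 further: fluorescence polarization rise as delta FosB binds a TAMRA Cdk5 AP-1 oligo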
Target sequence (P13346 whole entry, looked up): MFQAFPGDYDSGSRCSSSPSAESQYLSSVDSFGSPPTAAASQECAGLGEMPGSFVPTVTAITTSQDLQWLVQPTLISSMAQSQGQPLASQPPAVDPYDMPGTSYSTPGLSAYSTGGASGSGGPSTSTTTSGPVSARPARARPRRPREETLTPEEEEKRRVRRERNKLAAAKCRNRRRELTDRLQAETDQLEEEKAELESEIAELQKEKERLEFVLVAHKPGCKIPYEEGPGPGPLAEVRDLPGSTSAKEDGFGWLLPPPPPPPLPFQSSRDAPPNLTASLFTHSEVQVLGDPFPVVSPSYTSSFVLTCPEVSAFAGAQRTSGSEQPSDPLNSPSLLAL
PvdQ acylase – P. aeruginosa PvdQ acylase inhibitors, primary screen, biochemical, fluorescence, plate reader and imaging, single point; PvdQ acylase [Pseudomonas aeruginosa LESB58]; purified PvdQ acylase; inhibition, % at 10 µM; hit rate 0.063% among 340,000; AID 488965, 2010; in the data active means inhibition above about 30%, passing the limit was not always enough; inconclusive means no clear call, values can overlap the other calls;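 further: 0% = vehicle neutral wells and 100% = reference inhibitor wells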
SR-BI DiI inh – inhibitors of SR-BI mediated HDL lipid uptake, primary screen, ldlA[mSR-BI] cells, fluorescence, single point; ldlA[mSR-BI] CHO cells, DiI-HDL uptake fluorescence, 3 h; AID 488896, 2010; inhibition, % at 12.5 µM; Scavenger receptor class B member 1 (Mus musculus), Q61009; hit rate 0.96% among 320,000;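 active means mean replicate inhibition of at least 70% and a set share of replicates each scoring 70 or more; inconclusive means meets just one of the two criteria; inactive means fails both criteria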;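 further: 0% = median of neutral control wells and 100% = median of positive control wells; values of inactives mirror those of a sister screen read the other way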
Target sequence (Q61009 whole entry, looked up): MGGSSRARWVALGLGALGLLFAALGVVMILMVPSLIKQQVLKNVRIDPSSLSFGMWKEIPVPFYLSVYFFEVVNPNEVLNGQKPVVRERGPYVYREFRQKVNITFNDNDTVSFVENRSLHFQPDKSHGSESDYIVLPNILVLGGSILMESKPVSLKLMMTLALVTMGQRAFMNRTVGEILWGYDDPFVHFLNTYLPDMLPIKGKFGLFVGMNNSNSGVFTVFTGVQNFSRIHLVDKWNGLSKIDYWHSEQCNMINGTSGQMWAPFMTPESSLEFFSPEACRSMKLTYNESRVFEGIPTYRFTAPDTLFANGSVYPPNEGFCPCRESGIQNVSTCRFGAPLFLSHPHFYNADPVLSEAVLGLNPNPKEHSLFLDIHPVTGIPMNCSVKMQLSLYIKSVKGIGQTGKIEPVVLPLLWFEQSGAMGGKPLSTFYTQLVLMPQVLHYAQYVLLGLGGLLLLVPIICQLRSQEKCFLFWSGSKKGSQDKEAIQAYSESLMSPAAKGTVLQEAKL
RTF Ca sens act – cardiac RTF calcium sensitivity activators, primary screen, biochemical, IANBD-TnC fluorescence, EC20 calcium. hit rate 0.24% among 340,000. Troponin I, cardiac muscle (Homo sapiens) + Troponin T, cardiac muscle (Homo sapiens) + …. IANBD-labeled TnC RTF fluorescence at EC20 calcium; 0% EC20 calcium, 100% full calcium. activation, % at 7.2 µM;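 active means activation above the mean over all tested compounds plus 3 SD, cut at about 30% in these data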;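 further: rise in fluorescence read as greater calcium sensitivity of cardiac thin filaments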
MITF TRPM1 HTS – activators of MITF-driven TRPM1 promoter reporter, primary screen, cell-based, SK-MEL-5, luciferase, single point; SK-MEL-5 TRPM1-promoter luciferase, 24 h; % of positive control, neutral wells = 0; hit rate 0.75% among 300,000; AID 588334, 2011; activation, % at 12.5 µM;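 active means mean activation of at least 80% with every replicate also reaching 80%; inconclusive means mean reaches 80% but some replicate falls short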;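 further: 0% = neutral control wells and 100% = parthenolide positive control wells; values of inactives mirror those of a sister screen read the other way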
Wnt act – Wnt/beta-catenin pathway activators, primary screen, cell-based, plate reader, single point. Wnt/beta-catenin reporter cell assay, activator. activation, % at 9.35 µM. hit rate 1.2% among 300,000; in the data active means activation above about 30%, passing the limit was not always enough; inconclusive means no clear call, values can overlap the other calls;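 further: 0% = neutral control wells and 100% = positive control wells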
CDK5 inh – inhibitors of human CDK5/p35 kinase, primary screen, biochemical, single concentration | Recombinant CDK5/p35, ADP-Glo luminescence, 60 min | inhibition, % at 10 µM | hit rate 0.01% among 330,000 | AID 488839, 2010;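 active means highest replicate inhibition of at least 50% and at least 75% of replicates reaching 50%; inconclusive means only one of the two criteria met; inactive means both criteria failed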;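 further: plate controls were DMSO neutral control for no effect and GW8510 at 10 µM for full effect; many of its hits are not listed in these tables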
Rtt109 Vps75 – inhibitors of C. albicans Rtt109/Vps75 HAT, primary screen, biochemical, ThioGlo CoA-SH fluorescence, plate reader; inhibition, % at 34.9 µM; hit rate 0.16% among 330,000; Histone acetyltransferase RTT109 (Candida albicans (strain SC5314 / ATCC MYA-2876)), …; purified Rtt109/Vps75, 4 h; AID 540336, 2011;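 active means inhibition of at least 50% in every replicate; inconclusive means best replicate reaches 50% inhibition but some replicates fall short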
Starred values were filed as active, the others as inactive; ? = inconclusive; / = not tested or not shown.

SMILES	HTR5A ag	SR-BI DiI-HDL act	dFosB act	PvdQ acylase	SR-BI DiI inh	RTF Ca sens act	MITF TRPM1 HTS	Wnt act	CDK5 inh	Rtt109 Vps75
NC(=O)[C@H](Cc1cc2ccccc2s1)NC(=O)[C@@H]1CC2(CC(c3cccc(NC(=O)[C@@H]4CCC(=O)N4)c3)=NO2)CN1C(=O)/C=C/Sc1ccccc1 (stereo partly drawn)	7	-29	-12	-16	29	3	-10	-1	-0.2	6
COc1cccc(COC(=O)c2sc3nc4n(c(=O)c3c2C)CCC4)c1OC	-1	-7	0	-10	7	1	22	-2	-0.4	/
CCOc1ccccc1C1C(C#N)=C(N)Oc2cc(C)n(C)c(=O)c21 (stereo not drawn)	4	31	-11	1	-31	-3	8	-1	1.3	1
Cc1ccc(/C(CSc2nccn2-c2ncc(C(F)(F)F)cc2Cl)=N\O)cc1	4	9	-4	-4	-9	-3	-17	/	-3.9	-1
CC(C)C(=O)Nc1ccc(NC(=O)c2cccnc2)cn1	3	34	-5	-3	-34	4	3	/	1.8	1
COc1ccccc1C(=O)Nc1ccccn1	-4	17	-7	-17	-17	2	33	/	-0.8	-2
Cc1cc(/C=N/NC(=O)c2cccc(N(C)C)c2)c(C)n1-c1cc(C(=O)O)cc(C(=O)O)c1	0	3	-7	20	-3	6	5	?	-2.5	17
CCN(CC)c1ccc(/C=N\N2CCN(Cc3ccc(C)cc3)CC2)cc1	4	-18	-15	-10	18	-2	-9	-1	2.4	5
CCOc1ccc2nc(NCCNC(=O)C3CC3)c(C)cc2c1	5	-7	-5	5	7	-1	-1	-2	0.8	-5
Cc1ccccc1CS(=O)(=O)Cc1ccc(C(=O)NCCCN2CCOCC2)o1	-8	51	-2	-6	-51	-4	-5	/	-1.7	-5
CCOc1ccc(C(=O)Nc2ccc3c(c2)OCCO3)cc1OC	6	-43	-5	-2	43	-4	34	-1	1.5	1
CC(Oc1ccc2oc3ccccc3c2c1)C(=O)NC12CC3CC(CC(C3)C1)C2 (stereo not drawn)	2	-2	4	-16	2	6	14	-2	-2.3	0
CS(=O)(=O)N1CCC(C(=O)Nc2ccc(F)cc2)CC1	4	4	-1	-14	-4	-2	-3	-1	-1.4	8
Cc1ccc(-n2c(SCC(=O)NC3CCCCC3)nc3c(c2=O)SCC3)cc1	6	11	-7	-17	-11	0	-8	-3	-2.4	4
CN(C)C(=O)CSc1nnc(-c2cnccn2)n1C	3	17	1	-11	-17	-6	/	3	2.8	-5
NCCCSC1=NCCCN1	-2	8	1	-17	-8	2	/	-3	1.7	8
O=C(Nc1cc2c(oc1=O)CCCC2=O)c1ccccc1	7	-6	-6	-4	6	0	/	2	-1.3	8
Cc1onc(-c2ccccc2Cl)c1C(=O)Nc1cccc(S(=O)(=O)N2CCOCC2)c1	1	-15	1	-7	15	2	0	-5	-0.7	-7
CCNC(=S)N/N=C/c1ccc(C(=O)O)cc1	3	27	3	-4	-27	3	-1	0	2.8	-12
Cc1cc(C)cc(C(=O)NC(CC(N)=O)c2ccc(NC3CCCCCC3)c([N+](=O)[O-])c2)c1 (stereo not drawn)	6	-9	4	4	9	-4	9	-1	-0.2	-16
CCCCCc1c(C)nc(Nc2ccc(F)cc2)[nH]c1=O	-9	0	-1	-15	0	-9	2	/	-0.4	-40
CCOC(=O)CC(NC(=O)C1c2ccccc2Oc2ccccc21)c1ccccc1Cl (stereo not drawn)	-2	22	-2	-4	-22	-1	4	-2	0.1	-8
CN1c2ccccc2C(C)(C)C12C=Cc1cc(O)ccc1O2 (stereo not drawn)	0	-53	-3	5	53	6	-8	-2	-0.3	36
COc1ccc(S(=O)(=O)N2CCN(C(=O)C3CCCCC3)CC2)cc1	8	/	-8	-8	/	-4	-13	5	-1.2	-1
COc1ccc2c(c1)C(=O)N1[C@H]3c4cc(Br)ccc4OC[C@@H]3[C@H](c3ccccc3)[C@]1(C)C(=O)N2	-2	11	3	8	-11	4	-3	/	0.5	10
SMILES	HTR5A ag	SR-BI DiI-HDL act	dFosB act	PvdQ acylase	SR-BI DiI inh	RTF Ca sens act	MITF TRPM1 HTS	Wnt act	CDK5 inh	Rtt109 Vps75
Clc1ccccc1-c1nn2c(-c3ccccn3)nnc2s1	3	13	-36	-13	-13	0	23	/	-1.7	-2
O=C(CC1SC(=Nc2ccccc2)N(Cc2ccccn2)C1=O)Nc1cccc(Cl)c1 (stereo not drawn)	5	-40	-10	3	40	8	-16	8	-1.1	20
COC(=O)c1ccc(/C=N/NC(=O)CC(=O)NC2CCCCC2)cc1	1	-5	-5	-4	5	13	-1	-2	-4.2	-1
CCC(C(=O)OCC(=O)Nc1ccc(F)cc1)c1ccccc1 (stereo not drawn)	2	-45	-7	-3	45	-2	-5	-3	-3.1	4
Cc1cc(N2CCC(C(=O)NC3CCCCC3)CC2)nc(-c2ccccc2)n1	-2	-4	-10	-14	4	2	1	/	1.0	2
O=C(NCc1ccccc1F)C1CCCN(S(=O)(=O)c2ccc(-n3cnnn3)cc2)C1 (stereo not drawn)	4	0	3	9	0	-2	-6	-3	-0.1	0
CC(C(=O)O)C1SC(=O)NC1=O (stereo not drawn)	1	20	0	-2	-20	0	2	/	-0.1	-7
Cn1nc(C(F)(F)F)c(C(=O)Nc2ccc(F)cc2F)c1Cl	1	4	1	-14	-4	0	4	-2	-2.6	-3
CNC(=O)NNC(=O)c1onc(-c2c(Cl)cccc2Cl)c1C(=O)OC	-3	4	6	-7	-4	10	0	2	0.7	10
O=C(N/N=C/c1cccnc1)c1ccc2ccccc2c1O	1	/	7	-9	-34	0	12	3	-1.0	-55
COC(=O)Nc1ccc2c(c1)N(C(=O)CCCl)c1ccccc1S2	2	-23	-10	-11	23	2	-12	/	0.8	4
CC(/C=N/Nc1nncc(=O)[nH]1)=C\c1ccccc1	-1	34	-6	18	-34	-2	5	1	0.0	2
O=c1[nH]cnc2c1ncn2[C@H]1CC[C@@H](CO)O1	3	-8	1	3	8	-6	-5	-3	0.6	6
COc1ccc(N2CCN(C(=O)c3ccc(NS(=O)(=O)c4cccs4)cc3)CC2)cc1	0	2	-6	-14	-2	4	1	0	0.2	2
O=C(Cc1ccccc1)Nc1nnc(-c2ccco2)o1	2	41	-3	5	-41	14	0	-1	0.8	-4
CCOc1ccc(-c2cc(C(=O)NCCCn3ccnc3)c3cc(Br)ccc3n2)cc1	0	-55	13	-2	55	1	-69	4	3.0	-8
Cc1ccccc1OCC(=O)Nc1nc(-c2ccncc2)cs1	4	-12	-9	-9	12	-2	-2	3	-0.2	-3
Cc1ccc(OCCC(=O)OCC(=O)NC2CCCC(C)C2C)cc1 (stereo not drawn)	-2	13	-9	-11	-13	3	/	0	0.6	-3
Cc1nn(CCCC(=O)NC(C)c2ccccc2)c(=O)c2nn(-c3ccccc3)c(C)c12 (stereo not drawn)	0	-20	0	-5	20	-5	-13	2	0.3	-8
O=C(c1ccccc1)c1cc[n+]([O-])cc1	0	9	-5	-12	-9	4	/	-3	-1.1	20
CC(=O)c1cccc(NC(=O)CN2C(=O)COc3ccc(Cl)cc32)c1	-1	8	7	15	-8	3	8	-2	10	11
CC(Oc1ccc(Cl)cc1Cl)C(=O)NCCC1=CCCCC1 (stereo not drawn)	2	18	6	4	-18	2	-6	/	-1.3	-12
Cc1cc(C(F)F)n2nc(C(=O)Nc3sc4c(c3C#N)CCC4)nc2n1	2	-3	-5	3	3	-2	-1	-1	1.1	/
COc1cc(OC)c(S(=O)(=O)NC(C)C)cc1S(=O)(=O)NC(C)C	3	13	7	18	-13	6	2	-2	1.0	-15
Cc1ccc(C2c3sc(=O)[nH]c3SC3C(=O)NC(=O)C32)cc1 (stereo not drawn)	3	41	-7	-6	-41	6	8	/	1.3	-4
SMILES	HTR5A ag	SR-BI DiI-HDL act	dFosB act	PvdQ acylase	SR-BI DiI inh	RTF Ca sens act	MITF TRPM1 HTS	Wnt act	CDK5 inh	Rtt109 Vps75
FC(F)(F)c1cc(-c2ccco2)nc(NCc2ccco2)n1	5	-18	-14	-6	18	3	/	-1	-1.3	-3
COc1ccc(C(=O)NCC(=O)OCc2ccc(F)cc2Cl)cc1OC	3	-6	-16	16	6	6	13	/	0.3	18
CCOc1ccc(C(C)NC(=O)c2ccccc2OCc2c(C)noc2C)cc1OCC (stereo not drawn)	3	-10	-12	15	10	-3	-2	2	-0.2	-16
COC(=O)C1=C(C)N(C)C(=S)N(C)C1c1cccc(Br)c1 (stereo not drawn)	-3	8	-4	-1	-8	5	-7	0	1.6	0
COc1cc(NC(=O)Nc2ccc(C)cc2)cc([N+](=O)[O-])c1	0	-46	0	-4	46	-2	10	/	1.4	-3
CC1(C)Cc2ccccc2-c2nnc(SCC(=O)N3CCc4ccccc43)n21	3	-3	?	-5	3	-1	-1	/	0.7	10
Cc1ccc(CNC(=O)CCC(=O)Nc2nnc(C3CCCCC3)s2)cc1	2	3	0	-4	-3	-4	5	4	-1.1	-3
Cn1cccc1C(=O)OCC(=O)Nc1sccc1C#N	-2	20	-12	1	-20	-2	39	9	-2.0	-5
c1cnc(N2CCN(c3nc4ccccc4n4cnnc34)CC2)nc1	-5	-14	1	1	14	5	24	/	0.2	32
Cc1cccc(Oc2cc(NC(=O)Cn3cnc([N+](=O)[O-])n3)cc([N+](=O)[O-])c2)c1	3	-23	-13	-10	23	-1	-19	-7	-0.8	4
COc1ccc(CCNC(=O)CCNS(=O)(=O)c2cc(Br)cnc2N)cc1OC	3	-5	-2	5	5	-4	9	-1	-2.7	25
Cc1oc2cc([N+](=O)[O-])c(O)c([N+](=O)[O-])c2c1C(=O)c1ccc(Br)cc1	-6	5	4	-7	-5	-4	-4	7	1.9	7
O=C(COc1ccccc1Br)Nc1ccc2c(c1)OCCCO2	1	/	-2	-2	/	0	108*	0	0.5	4
Cc1c(Cl)c(C(F)(F)F)nn1CC(=O)N1CCSCC1	-2	-4	-1	2	4	4	-13	/	-0.6	-8
CCOC(=O)N1CCC(NC(=O)CCc2ccccc2)CC1	-2	-8	-6	-20	8	-1	/	-1	-0.2	-9
Clc1nc(NCc2ccco2)nc(N2CCCCC2)n1	-1	-10	-5	-18	10	-3	6	3	0.2	-7
CS(=O)(=O)c1cccc(C(=O)OCC(=O)Nc2ccc3c(c2)OCO3)c1	-3	5	0	-1	-5	-1	-4	2	2.0	-10
